PG9 Ab binder: binds the HIV-1 gp120 antibody PG9. TR-FRET gp120-PG9 antibody binding. inhibition, % at 6.7 µM. 360,000 compounds, 0.43% hits. AID 624416; in the data active = inhibition above about 8.5%
FXN GAA850 act: activators of GAA850 frataxin (FXN) promoter; AID 540364; activation, % at 6 µM; HEK293 lucGAA850 FXN promoter luciferase reporter, 24 h; percent of 10 µM SAHA response; 360,000 compounds, 0.56% hits;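 active = activation above the average of all compounds screened plus 3 SD, cutoff fixed separately per campaign, cut at about 7.5% in these data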;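 note: 0% = DMSO wells and 100% = 10 µM SAHA wells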
hgDAF12 agonist: hgDAF-12 agonism, primary luciferase screen. HEK293 GAL4-hgDAF12 UAS-luciferase reporter, agonist luminescence; normalized to butyrate control. activation, % at 6.8 µM. 370,000 compounds, 1.8% hits. AID 687014;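 active = activation above a cutoff set at the mean of all screened compounds plus 3 SD, cut at about 10% in these data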;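 note: 0% = DMSO wells and 100% = sodium butyrate wells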
PLC-beta3 inh: inhibitors of human phospholipase C beta3 | Purified PLC-beta3, fluorogenic substrate, fluorescence | inhibition, % at 12.2 µM | 370,000 compounds, 0.18% hits | AID 720704; in the data active = inhibition above about 11%;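 note: 0% = median of compound wells on plate and 100% = full blocker control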
hcDAF12 agonist: H. contortus DAF-12 activation, primary screen. 370,000 compounds, 1.4% hits. HEK293 hcDAF-12 lit1-tk-luc reporter, luminescence; 0% DMSO, 100% Δ7-dafachronic acid. activation, % at 6.8 µM;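 active = activation above the mean of all tested compounds plus 3 SD, cut at about 5.5% in these data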;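 note: 100% = response to 3 µM Δ7-dafachronic acid high control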
ssDAF-12 act: activators of S. stercoralis DAF-12 nuclear receptor; HEK293 ssDAF-12/GRIP1 lit1-tk-luc reporter, luminescence; % of 3 µM dafachronic acid response; activation, % at 6.8 µM; 370,000 compounds, 1% hits;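 active = activation above the mean over all tested compounds plus 3 SD, cut at about 0.9% in these data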;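 note: 0% = DMSO-only wells and 100% = 3 µM delta7-dafachronic acid wells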
DAX1 inh-1: inhibitors of human orphan nuclear receptor DAX1 (NR0B1). inhibition, % at 6.75 µM. 340,000 compounds, 0.99% hits. P51843. AID 504766. HEK293 Gal4-DAX1 luciferase reporter, luminescence;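 active = inhibition above the mean over all tested compounds plus 3 SD, cut at about 4.2% in these data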;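 note: 0% = DAX1-transfected cells with DMSO and 100% = empty-vector control cells with DMSO; inhibition shows as a rise in luminescence from relieved DAX1 repression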
Target sequence (P51843 207-470 limits assumed): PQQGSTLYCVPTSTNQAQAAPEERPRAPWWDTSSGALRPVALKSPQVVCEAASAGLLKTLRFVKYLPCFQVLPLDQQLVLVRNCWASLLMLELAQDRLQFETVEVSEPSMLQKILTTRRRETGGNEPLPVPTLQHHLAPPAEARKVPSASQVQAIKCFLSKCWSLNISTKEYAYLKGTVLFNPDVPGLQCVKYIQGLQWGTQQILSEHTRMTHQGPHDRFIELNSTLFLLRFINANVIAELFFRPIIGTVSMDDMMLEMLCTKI
sPLA2-III inh: Blocks human group III sPLA2 activity; Q9NZ20; QFRET BODIPY PC-A2 liposome hydrolysis, fluorescence; inhibition, % at 12.2 µM; 370,000 compounds, 0.56% hits;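 active = inhibition above mean plus 3 SD of compounds lying within the high and low control bounds, cut at about 19% in these data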;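 note: 0% = median of test compound wells and 100% = no enzyme DMSO wells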
Target sequence (Q9NZ20 whole entry, looked up): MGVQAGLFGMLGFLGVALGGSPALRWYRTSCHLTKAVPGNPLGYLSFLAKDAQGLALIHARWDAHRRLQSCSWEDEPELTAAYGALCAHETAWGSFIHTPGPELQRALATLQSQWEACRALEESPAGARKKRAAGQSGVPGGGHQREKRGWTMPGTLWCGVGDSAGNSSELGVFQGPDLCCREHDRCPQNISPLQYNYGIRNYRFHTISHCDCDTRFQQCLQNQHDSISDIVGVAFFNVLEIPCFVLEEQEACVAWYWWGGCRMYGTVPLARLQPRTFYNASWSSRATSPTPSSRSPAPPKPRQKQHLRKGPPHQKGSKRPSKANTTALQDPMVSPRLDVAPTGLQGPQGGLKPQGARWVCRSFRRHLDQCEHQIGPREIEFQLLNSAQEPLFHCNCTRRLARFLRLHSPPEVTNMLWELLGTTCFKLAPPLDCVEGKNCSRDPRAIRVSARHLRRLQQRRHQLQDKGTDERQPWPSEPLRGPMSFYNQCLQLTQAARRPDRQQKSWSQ
SMARCA2 activ: increases SMARCA2 function in MMTV reporter cells | 370,000 compounds, 1% hits | MG213 cells, MMTV-luciferase reporter, dexamethasone, overnight | activation, % at 9.1 µM | AID 652017; in the data active = activation above about 7.8%;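 note: 0% = vehicle wells and 100% = reference activator wells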
Rev-erbA mod: modulates human Rev-erb alpha binding to DNA. activity, % at 10 µM. AID 1259318. Rev-erbα–FITC-DNA binding, fluorescence polarization, 90 min. 370,000 compounds, 0.79% hits. P20393;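 active = activity above about 14%, limit read from the data; passing the limit was not always enough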;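 note: 0% = DMSO wells with 35 nM protein and 100% = DMSO wells with 750 nM protein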
DAX1 inh-2: blocks DAX1 repression of SF-1 activated StAR promoter. inhibition, % at 6.8 µM. AID 652010. HEK293T StAR-luciferase reporter, SF-1/DAX-1 repression relief. 370,000 compounds, 1.1% hits;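 active = inhibition above the mean over all tested compounds plus 3 SD, cut at about 3.6% in these data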;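 note: 0% = DAX-1 cells with DMSO and 100% = cells lacking DAX-1 with DMSO; higher inhibition means more luminescence from relief of DAX-1 repression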
The depositor's hits bear a star; i = inactive; x = not tested or not shown.

SMILES	PG9 Ab binder	FXN GAA850 act	hgDAF12 agonist	PLC-beta3 inh	hcDAF12 agonist	ssDAF-12 act	DAX1 inh-1	sPLA2-III inh	SMARCA2 activ	Rev-erbA mod	DAX1 inh-2
O=C(CN1CCN(Cc2ccc3c(c2)OCO3)CC1)Nc1ccc2[nH]c(=O)[nH]c2c1	-1.9	3.3	-0.7	-4.8	-1.8	-0.9	0.4	11.6	-1.5	-4.7	-0.3
COc1ccc(C(=O)NC2CCCc3c2cnn3-c2cccc(C)c2C)c(OC)n1 (stereo not drawn)	-1.8	-6.8	-9.8	-5.6	-3.7	-1.7	-2.6	-1.0	-3.1	5.1	-5.5
COCOCCn1cc(CN2CCS(=O)(=O)N(Cc3ccc(-c4ccc(C)cc4)cc3)C(CC(C)C)C2=O)nn1 (stereo not drawn)	-1.0	0.8	0.2	-2.5	-1.9	-1.3	-0.3	3.3	-6.5	4.1	0.7
CC(=O)Cn1cnc2c(cnn2-c2ccccc2)c1=O	-0.3	2.2	2.6	3.3	1.3	-1.2	0.0	-9.7	-0.9	-1.2	0.4
O=C(c1ccc([N+](=O)[O-])cc1)c1cc2ccc(O)cc2oc1=O	-1.5	1.6	-1.3	1.4	-3.0	-0.8	0.2	-5.1	1.9	11.3	0.4
COc1ccccc1N1CCN(S(=O)(=O)Cc2ccccc2Cl)CC1	-0.4	3.8	-0.5	0.4	-1.9	-1.6	2.4	-1.9	-3.8	-3.1	-0.6
CN(CCOc1ccccc1)C(=O)C1CCN(C(=O)c2ccc(Cl)cc2)CC1	1.1	-0.3	-2.0	-6.8	-0.8	-0.5	1.6	1.7	-1.1	6.0	-0.7
O=C(Nc1ccc(N=Nc2ccccc2)cc1)c1cccc(Cl)c1	-0.8	1.8	-0.8	7.7	0.7	-1.7	-0.3	3.2	-2.3	2.7	-0.5
CCOc1ccc(C(=O)c2ccc(OCC)c(N)c2)cc1N	-1.2	4.3	6.8	-5.8	2.4	-1.0	0.3	12.7	8.6*	-3.5	0.0
S=C(c1ccc(-c2cccc(Cl)c2)o1)N1CCOCC1	0.5	6.4	13.1*	0.8	5.5	-0.4	3.1	6.0	7.2	5.8	3.5
CCCCn1c(SCC(=O)c2ccc(O)cc2O)nc2cc(S(N)(=O)=O)ccc21	0.1	2.0	-0.6	-10.7	0.2	-0.5	-0.8	-69.5	0.2	0.2	-0.1
O=C(CN(C(=O)CNC(=O)c1ccco1)c1ccc(F)cc1)NC1CCCC1	-0.3	0.3	-0.9	-0.6	2.2	-1.5	0.5	4.1	-3.1	0.3	0.3
COc1cc(CNC(=O)c2ccc(Cn3nc(C)c(Cl)c3C)o2)cc(OC)c1	-1.0	-4.4	-0.6	2.2	-3.3	-1.0	-1.9	-10.2	-3.3	8.2	-0.1
COc1cc(C)c(S(=O)(=O)NCc2cccs2)cc1C	-0.4	0.5	-1.5	0.5	-2.3	-1.3	0.7	-7.7	-0.2	4.6	-1.1
COCC(=O)N1CCN(C(=O)C(=O)c2cccc(C(F)(F)F)c2)CC1	0.5	x	0.8	1.7	-0.5	-0.8	x	22.6*	-6.9	3.6	0.0
c1ccc2oc(-c3nn4c(Cn5cnc6ccccc65)nnc4s3)cc2c1	-1.6	-2.7	-1.3	-20.2	-0.9	-1.6	0.4	7.2	-0.4	0.8	0.3
CC(=O)Nc1ccc(NC(=O)CCc2nc3ccccc3c(=O)[nH]2)cc1	-1.8	1.2	-0.2	2.2	-0.8	-0.7	0.0	5.3	-0.4	-1.2	-0.6
CCCC(NS(=O)(=O)c1ccc(OC)cc1)C(=O)O (stereo not drawn)	-0.9	-0.3	1.0	3.4	-1.7	-1.3	0.3	-7.7	3.0	7.2	0.1
O=C(COC(=O)c1cc(Br)ccc1O)Nc1ccc2c(c1)OCO2	1.2	0.7	1.4	-19.2	-0.3	-1.3	0.2	-6.0	1.0	1.6	-1.1
O=C1CSC(c2cccc(F)c2)N1c1ccc(O)cc1 (stereo not drawn)	0.3	2.2	0.1	4.9	-1.9	-0.8	-0.6	-5.0	-1.5	-1.9	0.3
O=C1c2ccsc2SCCN1Cc1c(F)cccc1Cl	-0.3	4.1	0.2	-2.5	-1.1	-1.3	1.3	-1.1	2.3	5.7	-0.6
CCCCn1nc(C(=O)Nc2cc(S(=O)(=O)N(C)C)ccc2C)c2ccccc2c1=O	0.6	1.7	4.3	-5.3	-1.2	-0.5	1.6	-1.1	-1.9	-7.2	-0.1
CCN1CCc2c(C#N)c(N3CCCCC3)nc(NCc3ccccc3)c2C1	-0.8	0.8	1.8	i	-0.5	-1.1	0.9	-17.5	5.9	0.4	-0.9
Cc1cc(C)nc(SCC(=O)NC(=O)c2ccccc2O)n1	-1.3	-0.8	0.4	-4.3	0.6	-0.4	1.6	7.3	-4.6	2.9	0.5
COC(=O)C1=C(C(=O)OC)[C@@H]2N(C)c3ccc(OC)cc3[C@@]23C[C@@H](C(=O)OC)N(C(=O)CC(C)C)C3=N1	-0.4	-0.7	-2.7	7.1	-1.5	-1.1	-1.2	7.0	0.9	0.2	-0.3
O=C(c1ccco1)N1CCN(c2ncnc3scc(-c4ccc(Cl)cc4)c23)CC1	-0.8	-2.9	-1.1	7.0	-2.3	-1.8	1.2	1.7	-2.9	-1.9	-0.9
C[C@@H]1CN([C@@H](C)CO)C(=O)c2ccccc2-c2ccccc2CO[C@@H]1CN(C)S(=O)(=O)c1ccc(C(F)(F)F)cc1	0.0	-2.5	2.3	0.3	0.2	-1.3	1.2	-13.7	-2.9	0.8	0.3
O=C(COC(=O)Cc1ccc(Cl)c(Cl)c1)Nc1ccc2[nH]c(=O)[nH]c2c1	-2.3	1.3	1.7	-0.9	0.4	-1.2	0.8	-15.7	-0.1	-1.2	1.6
NC(=O)c1ccc(C2SCC(=O)N2CCc2ccccc2)cc1 (stereo not drawn)	-3.1	1.7	-2.9	0.8	-2.0	-1.2	0.9	4.1	-3.5	-14.2	1.3
CC1(C(=O)Nc2ccc3[nH]ncc3c2)CCN1C(=O)C1(c2ccccc2)CC1 (stereo not drawn)	0.0	-0.4	-2.3	3.3	-1.4	-1.3	x	-6.0	-2.9	1.5	0.7
Cc1cc(C)cc(-n2nnc(C(=O)NCc3ccc(Cl)cc3)c2N)c1	1.7	1.0	0.2	-0.9	-1.0	-0.8	-2.0	-10.5	-1.2	1.8	-0.8
Cc1ccc(SC(C)C(=O)Nc2ccccc2-c2ccccc2)cc1 (stereo not drawn)	-0.4	-0.6	0.0	-0.1	-2.0	-1.5	-0.1	-3.9	-1.8	2.9	0.3
COc1cc(NC(=O)COc2ccc(Br)cc2)ccc1NC(=O)C(C)C	-2.9	3.1	-4.2	-1.0	1.1	-0.5	1.0	5.2	-4.0	1.3	-0.1
COc1ccc(CC(=O)Nc2ccc(N3CCCCC3)cc2)cc1	0.4	2.8	0.2	-8.3	1.9	-1.5	-0.1	1.6	-2.2	-1.0	0.2
CC(C)c1cccc(C(C)C)c1OC(=O)NC(=O)c1c(F)cccc1F	-0.2	0.5	4.4	-8.0	-2.2	-0.6	0.8	-1.5	-2.4	12.2	-1.1
CC(=O)N1CCN(C(=O)c2ccc(S(=O)(=O)Nc3ccccc3F)cc2)CC1	1.1	1.4	0.7	-10.8	-0.7	-0.7	-0.1	7.5	-2.5	-12.2	-1.5
CC(OC(=O)[C@@H]1CCCN1C(=O)c1cccs1)C(=O)Nc1cccc([N+](=O)[O-])c1 (stereo partly drawn)	-2.8	-0.4	-1.8	0.9	-1.0	-1.2	0.6	-7.5	-3.3	4.8	-0.1
COc1ccc(NC(=O)C2(C)CCN2C(=O)c2ccccc2CCc2ccccc2)cc1OC (stereo not drawn)	0.4	-0.9	0.2	-0.9	-0.4	-1.1	x	-11.9	-2.4	0.6	-2.0
COC1=CC(=O)OC(c2ccco2)C1 (stereo not drawn)	-1.1	1.1	-1.7	1.1	0.6	-1.4	1.0	-5.8	-2.1	-4.9	-0.2
Cc1ccc2c(c1)/C(=C/c1ccco1)C(=O)N2	-6.4	3.6	0.3	-0.5	0.1	-1.5	5.1*	-11.8	2.7	0.3	-0.7
O=C(CSCc1ccc(F)cc1)N1CCN(c2ccccc2)CC1	-1.9	-3.6	0.8	1.2	0.1	-1.5	-1.1	1.4	0.4	-3.9	0.5
CCCCn1c(=O)[nH]c(=O)c2c1nc(-c1ccccc1F)n2Cc1ccccc1OC	1.6	-0.7	-1.3	-6.9	-1.2	-3.4	-1.1	-3.1	-6.4	-4.3	-0.6
Cc1cccc(OCC(=O)Nc2ccc3c(c2)nc(CCN2CCN(c4ccccn4)CC2)n3C)c1	-0.1	-0.8	-9.9	-8.1	-6.3	-2.1	-2.3	-8.0	-2.1	-0.7	-1.8
Cc1cc(C)nc(SC2CC(=O)N(c3ccc(Cl)cc3)C2=O)n1 (stereo not drawn)	0.2	-0.3	0.2	-1.9	-2.9	-1.6	1.8	-4.3	-0.7	-2.2	0.3
O=C(c1cc2ccccc2o1)N(C1CC1)C1(C(=O)Nc2ccccc2)CCCC1	-1.4	1.5	-1.7	-3.2	-2.1	-1.6	1.1	-6.3	-1.2	10.7	-1.4
O=C(CSc1nc2cc(Cl)c(Cl)cc2[nH]1)c1ccc2c(c1)OCO2	0.6	3.1	-1.7	-4.3	0.8	-0.6	1.4	-11.6	-2.9	1.6	-0.3
Cc1nc(CCNC(=O)CC2C(=O)NCCN2Cc2ccc(F)cc2)sc1C (stereo not drawn)	-0.4	-0.4	2.8	-8.4	-1.3	-1.5	0.3	-1.3	0.3	8.5	-0.3
CC(C)Sc1nc2c(cnn2-c2ccc(F)cc2)c(=O)[nH]1	0.4	1.7	-0.9	1.5	0.4	-0.6	-1.0	-1.4	3.9	7.6	1.2
COC(=O)Cc1c(C)nc(SCc2ccccc2)[nH]c1=O	0.1	-0.1	0.0	-3.2	-1.3	-0.9	1.4	-2.4	-0.7	4.2	0.0
CCOc1c(S(=O)(=O)NC2CC(C)(C)NC(C)(C)C2)ccc(Cl)c1Cl	-2.3	-1.3	-1.7	0.6	0.6	-0.9	0.0	-2.8	0.4	1.2	0.3
COc1cc(OC)cc(C(=O)N[C@H](C(=O)Nc2nnc(C3CC3)s2)C(C)C)c1	1.6	0.9	-0.1	-1.3	1.3	-1.4	0.3	-2.8	-0.5	0.7	-0.6
COc1ccc(C(=O)Nc2c3c(nn2-c2ccc(Cl)cc2)CS(=O)(=O)C3)cc1	-2.2	-0.2	-0.1	1.6	-1.4	-0.6	0.1	-13.4	-1.3	-5.3	-2.8

One compound at a time (already shown).
Profile of O=C(c1cc2ccccc2o1)N(C1CC1)C1(C(=O)Nc2ccccc2)CCCC1 → PG9 Ab binder: -1.4; FXN GAA850 act: 1.5; hgDAF12 agonist: -1.7; PLC-beta3 inh: -3.2; hcDAF12 agonist: -2.1; ssDAF-12 act: -1.6; DAX1 inh-1: 1.1; sPLA2-III inh: -6.3; SMARCA2 activ: -1.2; Rev-erbA mod: 10.7; DAX1 inh-2: -1.4
Profile of O=C(CSc1nc2cc(Cl)c(Cl)cc2[nH]1)c1ccc2c(c1)OCO2 → PG9 Ab binder: 0.6; FXN GAA850 act: 3.1; hgDAF12 agonist: -1.7; PLC-beta3 inh: -4.3; hcDAF12 agonist: 0.8; ssDAF-12 act: -0.6; DAX1 inh-1: 1.4; sPLA2-III inh: -11.6; SMARCA2 activ: -2.9; Rev-erbA mod: 1.6; DAX1 inh-2: -0.3

Assay outcomes: PubChem, several laboratories
